# TRb SRC2 PPI: qHTS for Inhibitors of the Interaction of Thyroid Hormone Receptor and Steroid Receptor Coregulator 2; AID 1469, 2008; actives 0.065% (n = 280,000); Potency, µM (titrated, usually from 106 µM), for inactives: at the highest dose activity change, negative = inhibition, hits mostly inhibitors; Thyroid hormone receptor beta (Homo sapiens), P10828; TRbeta-SRC2 peptide binding, fluorescence polarization; receptor liganded with 1 µM T3;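 note: plate controls were bound peptide for no effect and peptide without receptor for full effect; nearly all actives have a fitted effect of over 50% in size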
# Target sequence (P10828 whole entry, looked up): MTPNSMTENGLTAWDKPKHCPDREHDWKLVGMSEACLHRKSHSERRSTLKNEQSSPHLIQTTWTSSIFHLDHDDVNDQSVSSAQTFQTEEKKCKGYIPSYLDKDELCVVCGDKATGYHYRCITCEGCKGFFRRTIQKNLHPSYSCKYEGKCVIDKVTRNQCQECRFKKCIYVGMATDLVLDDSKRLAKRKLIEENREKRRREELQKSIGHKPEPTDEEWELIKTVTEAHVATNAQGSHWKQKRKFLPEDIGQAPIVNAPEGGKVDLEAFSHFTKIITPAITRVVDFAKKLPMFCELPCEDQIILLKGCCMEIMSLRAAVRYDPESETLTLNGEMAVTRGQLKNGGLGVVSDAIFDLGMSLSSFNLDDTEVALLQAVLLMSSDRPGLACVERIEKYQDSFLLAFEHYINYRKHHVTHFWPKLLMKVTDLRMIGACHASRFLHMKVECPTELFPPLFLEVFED
#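 Read-out is fluorescence polarization (555 nm excitation, 632 nm emission) of a Texas Red SRC2 coactivator peptide; loss of signal reflects blocked binding to human TRb ligand-binding domain in the presence of 1 uM T3.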
# RECQ1 helicase: qHTS Assay for Inhibitors of RecQ-Like Dna Helicase 1 (RECQ1); RECQ1 DNA unwinding, red fluorescence kinetic read; ATP-dependent DNA helicase Q1 (Homo sapiens), P46063; actives 0.54% (n = 240,000); Potency, µM (titrated, usually from 57.3 µM), for the others: top-dose activity, negative = inhibition, most hits filed as inhibitors;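 note: plate controls were vehicle for no effect and no enzyme for full effect; nearly all actives have a fitted effect of over 30% in size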
#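 50 nM RECQ1T1 preincubated 15 min with compound in Tris pH 8.0 buffer with MgCl2, DTT, Tween-20 and 2.5 ug/ml poly(dI-dC); started with 200 nM TAMRA/BHQ-2 forked duplex and 2 mM ATP. Unwinding read as fluorescence (525/598 nm), two reads 2 h apart.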
# Lamin A splicing: qHTS Assay for Modulators of Lamin A Splicing; HeLa LMNA splicing GFP/RFP minigene ratio, 48 h; Potency, µM (titrated, usually from 46.1 µM), without a hit: at the top dose ratio change, negative = inhibition, usual class: inhibitors; actives 0.01% (n = 200,000); AID 1487, 2009; active = well fitted inhibition curve with a large enough effect in the signal ratio, with a control signal flat, not every such curve was filed as active; inconclusive = small, poorly fitted or top-dose-only effect, or effect the other way, or a change in a side signal; the % refers to the signal ratio; note: % is set by controls: 0 for no effect and ±100 for the full control effect
#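 S3 HeLa stable clones carrying a lamin A-EGFP splicing minigene plus DsRed2 were seeded at 600 cells/well in Opti-MEM with 2% FBS, pin-dosed and incubated 48 h at 37°C. Acumen cytometry (488 nm) gave the GFP/RFP total-intensity ratio.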
# TR SRC2 fluor cs: Total Fluorescence Counterscreen for Inhibitors of the Interaction of Thyroid Hormone Receptor and Steroid Receptor Coregulator 2; TRb/SRC2 Texas Red total fluorescence interference; Potency, µM (titrated, usually from 106 µM), for inactives: at the highest dose fluorescence change, negative = quenching; actives 0.29% (n = 280,000); AID 1479, 2009; active = well fitted curve in either direction with a large enough effect; inconclusive = small, poorly fitted or top-dose-only effect; note: % is set by controls: 0 for no effect and ±100 for the full control effect
#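 Flags fluorescent or light-absorbing compounds by total fluorescence, S + 2P, at 555 nm excitation and 632 nm emission. Mixture: 20 nM Texas Red SRC2 peptide, 0.6 uM human TRb LBD, 1 uM T3, 5% DMSO; compound exposure 5 h at ambient temperature.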
# KDM4E inh: qHTS Assay for Inhibitors of Human Jumonji Domain Containing 2E (JMJD2E); Lysine-specific demethylase 4E (Homo sapiens), B2RXH2; JMJD2E catalytic domain, FDH-coupled NADH fluorescence (FDH is formaldehyde dehydrogenase); Potency, µM (doses to about 57.1 µM), inactives show at the highest dose activity change, negative = inhibition, usual class: inhibitors; actives 1.6% (n = 230,000); active = well fitted inhibition curve with a large enough effect, not every such curve was filed as active; inconclusive = small, poorly fitted or top-dose-only effect, or another doubt; inactive = no such curve, though single readings can be large or run the other way;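 note: 0% = wells with enzyme and -100% = buffer wells without enzyme; nearly all actives have a fitted effect of over 50% in size; many of its hits are not listed in these tables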
# SMN2 splice up: qHTS Assay for Enhancers of SMN2 Splice Variant Expression. Potency, µM (top dose mostly 46.1 µM), inactives show top-dose activity change, positive = activation, usual class: activators. actives 2.8% (n = 210,000). HEK293 SMN2-luciferase splicing reporter, luminescence, 30-36 h; note: % of control where 0% means no effect; nearly all actives have a fitted effect of over 55% in size
#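 HEK293 cells carry an SMN2 […]–luciferase reporter in which exon 7 inclusion puts luciferase in frame. Cells were plated 10-12 h before compound addition, then incubated 30-36 h at 37C. ONE-Glo luminescence was read; sodium butyrate at 4.5 mM final served as control.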
# RGS12 GoLoco inh: qHTS Assay for Inhibitors of RGS12 GoLoco Motif Activity (Red Fluorophore) | Potency, µM (doses to about 61.6 µM), for inactives: at the highest dose activity, negative = inhibition, usual class: inhibitors | Gai1:RGS12 GoLoco peptide FP, rhodamine, 10 min | AID 880, 2007 | actives 0.44% (n = 230,000) | Guanine nucleotide-binding protein G(i) subunit alpha-1 (Homo sapiens), P63096; active = well fitted inhibition curve with a large enough effect, not every such curve was filed as active; inactive = no such curve, though single readings can be large or run the other way; note: % is set by controls: 0 for no effect and ±100 for the full control effect; nearly all actives have a fitted effect of over 30% in size; many of its hits are not listed in these tables
# Target sequence (P63096 whole entry, looked up): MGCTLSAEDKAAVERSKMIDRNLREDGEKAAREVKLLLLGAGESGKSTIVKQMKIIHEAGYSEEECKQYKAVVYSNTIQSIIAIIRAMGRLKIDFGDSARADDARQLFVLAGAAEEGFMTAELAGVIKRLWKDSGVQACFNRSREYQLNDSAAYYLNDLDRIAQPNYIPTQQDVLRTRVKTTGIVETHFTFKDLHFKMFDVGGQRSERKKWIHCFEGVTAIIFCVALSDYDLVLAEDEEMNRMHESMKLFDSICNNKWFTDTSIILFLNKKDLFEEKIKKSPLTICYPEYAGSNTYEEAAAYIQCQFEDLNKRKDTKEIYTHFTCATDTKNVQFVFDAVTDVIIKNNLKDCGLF
# ALDH1A1 inh: qHTS Assay for Inhibitors of Aldehyde Dehydrogenase 1 (ALDH1A1). Aldehyde dehydrogenase 1A1 (Homo sapiens), P00352. Purified ALDH1A1, NADH fluorescence, propionaldehyde substrate. Potency, µM (titrated, usually from 75.3 µM), without a hit: at the top dose activity, negative = inhibition, most hits filed as inhibitors. actives 7.3% (n = 220,000). AID 1030, 2008; active = well fitted inhibition curve with a large enough effect, not every such curve was filed as active; inconclusive = small, poorly fitted or top-dose-only effect, or another doubt; inactive = no such curve, though single readings can be large or run the other way;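 note: plate controls were no enzyme wells and a reference inhibitor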
# * = called active by the depositor; i = inactive; ? = inconclusive; · = no result given; & = joins results of further samples; [ ] = remark or other dose. Unless noted, calls come from the whole dose curve; as a rule, active = well fitted curve in the direction sought with a large enough effect; inconclusive = small, poorly fitted or top-dose-only effect, or another doubt; inactive = no such curve, though single readings can be large; an effect the other way counts as inactive or inconclusive. Potency is the fitted concentration of half-maximal effect. An excerpt; rates above refer to the full screens.
# The line under a structure holds: TRb SRC2 PPI | RECQ1 helicase | Lamin A splicing | TR SRC2 fluor cs | KDM4E inh | SMN2 splice up | RGS12 GoLoco inh | ALDH1A1 inh
CC(C)C(=O)Nc1ccc(Sc2ccc(F)cc2)cc1
→ -2% | -3% | 2% | -7% | -3% | -8% | 1% | -3%
COC(=O)c1ccc(N(C(=O)CNC(=O)c2ccco2)C(C(=O)NC2CCCC2)c2ccco2)cc1 (stereo not given)
→ 12% | 1% | -3% | 0% | 10% | 8% | 2% | 1%
O=C(Cn1c(=S)[nH]c2ccccc2c1=O)N1CCN(c2ccc(F)cc2)CC1
→ 6% | -2% | · | -1% | -3% | 12% | -2% | 3%
COc1ccc(C(CC(=O)O)NC(=O)c2sc3ccccc3c2Cl)cc1 (stereo not given)
→ -4% | -11% | -4% | ? | 1% | 5% | 14% | ?
COc1ccc(-c2noc(-c3ccccc3C(=O)NCc3ccco3)n2)cc1OC
→ -2% | -7% | -4% | 1% | -1% | -10% | -2% | 5%
COc1cccc(C(=O)Oc2ccc3c(C)cc(=O)oc3c2C(C)=O)c1
→ 0% | 2% | 7% | -1% | 3% | ? | -3% | -6%
Cc1noc(C)c1-c1ccc2ncnc(NCc3cccnc3)c2c1
→ · | -4% | 4µM* | · | · | · | 3% | 1%
COc1cccc(N2CCN(C(=O)c3[nH]c(C)c(C(C)=O)c3C)CC2)c1
→ -2% | i | ? | -1% | 3% | 9% | -6% | -6%
COc1ccc(C(=O)NC(=S)Nc2nc(C)cc(C)n2)cc1Br
→ -5% | 10% | · | -7% | -5% | · | 4% | ·
C=CCNC(=O)Nc1cc(Cl)ccc1OC
→ -3% | -7% | · | -1% | 2% | · | 12% | 10%
CN1CCc2ccccc2Cc2[nH]c3ccccc3c2CC1
→ -1%&-3% | -13%&-10% | -12% | -1%&1% | ? | -4% | 13%&2% | -6%&-13%
COc1ccc(/C=C/C(=O)Nc2ccc(-n3nncc3-c3ccc(OC)c(OC)c3)cc2)cc1OC
→ 10% | 5% | ? | 1% | 3% | ? | 13% | ?
COC(=O)c1ccccc1NC1CC(=O)N(c2c(C)cccc2C)C1=O (stereo not given)
→ -2% | i | 15% | -8% | ? | 23% | -53% | ?
CCn1ncc(C2=NOC(C(=O)Nc3cccnc3)C2)c1C (stereo not given)
→ 1% | i | ? | -6% | -9% | -14% | -2% | 20%
O=C(/C=C/c1ccc(OCc2cccc(Cl)c2)cc1)N1CCOCC1
→ 8% | -3% | -9%[46 µM] | 1% | 0% | -24% | 5% | -8%
CCONC(=O)Nc1ccccc1
→ 6% | -4% | -2% | 1% | 0% | 15% | -4% | -8%
Cc1cc(C)c2c3c(sc2n1)C(=O)N(c1ccccc1C)CC(=O)N3
→ -3% | 2% | · | 1% | -4% | · | 0% | ·
O=C(O)c1cc(N/N=C/c2cccs2)ccc1Cl
→ -2% | -3% | · | -3% | 0% | 11µM* | 15% | -3%
COc1cc(C2C(C(=O)c3ccc(C)o3)=C(O)C(=O)N2CCc2ccccc2)ccc1O (stereo not given)
→ -2% | i | -17% | 0% | -11% | -2% | 9% | -2%
O=C(c1ccccc1)C1C(=O)c2ccccc2C1=O
→ 3% | 12% | 12% | 1% | -9% | 8% | 0% | -6%
COc1ccc(CCCc2nnc(SCC(=O)Nc3cc(C)ccc3C)o2)cc1
→ 8%&14% | -11% | 4% | -1%&0% | -1% | -12%&-16% | -2% | -10%
Cc1cc[n+](C2=C([O-])c3ccccc3C(=O)/C2=N\S(=O)(=O)c2cccs2)cc1C
→ -4% | -10% | ? | -11% | ? | -82%[inhibitor] | 19% | ?
Cc1ccc(NC(=O)c2cc3nc(C)cc(C)n3n2)cc1
→ -6% | i | -2% | 0% | ? | 11µM* | 18% | ?
COc1ccc(/C=C/C(=O)c2c(O)cc(C)oc2=O)c(OC)c1
→ 5% | -28% | 8% | 12% | -15% | -34%[inhibitor] | 134%[activator] | -4%
CCN(C(=O)CN1CCN(c2ccccc2OC)CC1)c1c(N)n(Cc2ccccc2)c(=O)[nH]c1=O
→ 4% | -10% | 1% | -4% | 4% | 2% | 17% | 4%
NC(=O)NOCc1ccc(F)cc1Cl
→ -3% | i | · | 1% | 8% | · | 8% | 7%
O=C(Nc1ccc(C(F)(F)F)cc1)c1ccccc1Br
→ -4% | -3% | · | -1% | -1% | ? | 9% | 3%
C/C(=N\N=C\c1cccc(F)c1)c1nnn(-c2nonc2N)c1C
→ 3% | -8% | -9% | -3% | 12% | 1% | 8% | 7%
CC1CCCN(S(=O)(=O)c2cccc(-c3cn4cccnc4n3)c2)C1 (stereo not given)
→ -1% | -8% | -2% | -1% | ? | 0% | 3% | ?
OCCN1CN=C(Nc2nc3ccccc3s2)NC1
→ -1% | -7% | -7% | -3% | 1% | 6% | 3% | -10%
Cc1ccc(/C=C/C(=O)N2CCN(S(=O)(=O)c3ccc(C)c(C)c3)CC2)o1
→ 4%[53 µM] | -18% | ? | 1%[53 µM] | ? | 1% | 2% | 3.5µM*
COc1ccc(NS(=O)(=O)c2cc(NC(=O)C3CC3)ccc2N2CCCCC2)cc1
→ 0% | -20% | ? | -2% | -10% | 7% | 7% | -11%
Cc1ccc(-c2noc(C3CCCN(C(=O)c4c(F)cccc4F)C3)n2)cc1 (stereo not given)
→ -16% | 1% | ? | -1% | 2% | -35%[inhibitor] | 5% | ?
CON(C)c1nc(OCCNC(=O)COc2ccc(Cl)cc2C)nc(N(C)C)n1
→ 13% | 5% | ? | 0% | 7% | -2% | 6% | 21%
COc1ccc(NC(=O)/C=C2\SC(=O)NC2=O)cc1
→ 2% | -5% | -1%[46 µM] | -4% | 4% | 23% | 8% | 2%
CC(C)CNC(=S)Nc1ccccc1F
→ -3% | -7% | -4% | -6% | -5% | -8% | -11% | 9%
O=C(Cn1cc2c(n1)CCCC2)N1CCOCC1
→ -7% | -8% | -3% | -4% | 2% | -30%[inhibitor] | -2% | 8%
O=C(CCc1nnc(Cc2ccc3c(c2)OCO3)o1)NC(c1ccccn1)C(F)(F)F (stereo not given)
→ 7%[53 µM] | i | 15%[46 µM] | -4%[53 µM] | -29% | · | 8% | 0%
Cc1cc(C)nc(SCc2cn3ccccc3n2)n1
→ -6% | -12% | · | -5% | -14% | · | -5% | ·
Cc1ccc(C(=O)N/N=C/C=C/c2ccccc2)cc1
→ 0% | i | · | -1% | 10% | 8% | 5% | 3%
Cc1cc(N2C(=O)C(=O)/C(=C(/O)c3ccc(F)cc3)C2c2cccc(Br)c2)no1 (stereo not given)
→ -15% | -8% | -2% | 1% | -19% | -8% | 3% | -8%
O=C1c2ccccc2C(=O)N1CCCCSc1nnc2ccccn12
→ 5% | -4% | 2% | 1% | 8% | -18% | 5% | 3%
COC(=O)c1sccc1NC(=O)CC1C(=O)NCCN1C(=O)Nc1ccc(F)cc1F (stereo not given)
→ 2% | 13% | · | 1% | -3% | · | 8% | ·
CC(C)c1ccc(-n2nc3ccc(N)cc3n2)cc1
→ 1% | 21% | · | 0% | 0% | · | 16% | ?
CCCOC(=O)COC(=O)c1ccccc1NC(=O)c1ccccc1
→ 0% | -9% | 1% | 1% | ? | -2% | -4% | ?
O=S(=O)(Nc1ncnc2c1oc1ccccc12)c1ccc(Cl)s1
→ -5% | -2% | -1% | -4% | -10% | 27% | 6% | 12%
Cn1c(C(=O)OC(C(=O)NC2CCCCC2)c2cccnc2)cc2sccc21 (stereo not given)
→ 3% | 0% | 1% | 1% | 7% | -32%[inhibitor] | -11% | 13%
CCOc1ccc(N2CC(C(=O)Nc3ccccn3)CC2=O)cc1 (stereo not given)
→ 7% | -4% | ? | -1% | 2% | · | -1% | -1%
CC(C)C(=O)Nc1cccc(NC(=S)NC(=O)c2ccccc2Cl)c1
→ -8% | -8% | 0% | -3% | 1% | 13% | 9% | ?
O=C(CN1C(=O)NC2(CCCCC2)C1=O)N1CCc2ccccc2C1
→ 1% | -3% | · | 1% | 10% | -5% | -17% | 5%
CCCOC(=O)C1C2C=CC(C2)C1C(=O)OCC(=O)c1ccccc1 (stereo not given)
→ -20% | 10% | 14% | -1% | 1% | 9% | 8% | -1%
C=CCNc1nc(-c2ccccc2)nc(-n2ccnc2)n1
→ -3% | 4% | 12% | 2% | -3% | -23% | 7% | 7%
CCOC(=O)c1ccc(NC(=S)NC2CCCC2)cc1
→ 3% | -1% | 15% | 0% | 5% | 10% | 6% | 1%
COc1ccc(C(=O)NC2CCCCC2)cc1S(=O)(=O)N1CCCC1
→ 2% | -7% | 12% | -4% | -2% | 5% | 2% | -24%
O=C(Nc1cccc2ccccc12)N1CCN(c2ccccc2)CC1
→ -10% | 6% | -2% | -2% | ? | 12% | -21% | ?
O=C(Cn1cc(C(F)(F)F)ccc1=O)N1CCN(S(=O)(=O)c2ccccc2)CC1
→ -13% | 3% | 6% | -3% | 3% | 5% | 2% | 6%
O=C(Nc1ccc(Br)cc1)C1CC=CCC1C(=O)OCC1CCCO1 (stereo not given)
→ -16% | -8% | -4% | -3% | -1% | 15% | -1% | 4%
CCOC(=O)N1CCN(S(=O)(=O)c2ccc(OC)c(Cl)c2Cl)CC1
→ -16% | -19% | ? | -1% | 5% | -4% | -14% | ?
CCN(CC(=O)Nc1ccccc1Br)Cc1nc2ccccc2c(=O)[nH]1
→ 1% | -5% | 9% | -3% | -4% | 20% | 4% | 9%

# Screening results: PubChem BioAssay, National Center for Advancing Translational Sciences (NCATS)
